697 NFkB inh: inhibitors of the PMA/ionomycin-induced NF-kB reporter in 697 B cells | 697 B-cell NF-kB luciferase reporter, 16 h | inhibition, % at 4 µM | actives 0.33% (n = 330,000) | AID 435022; in the data active means inhibition above about 35%
APJ antagonist: antagonists of human APJ apelin receptor; inhibition, % at 20 µM; P35414; CHO-K1 APJ beta-arrestin complementation, luminescence; actives 0.32% (n = 330,000);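 active means inhibition above about 40% at 20 µM, limit read from the data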;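 further: cells challenged with 10 nM apelin-13 agonist together with compound; plate controls were apelin-13 plus DMSO wells for no effect and DMSO wells lacking apelin-13 for full effect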
Target sequence (P35414 whole entry, looked up): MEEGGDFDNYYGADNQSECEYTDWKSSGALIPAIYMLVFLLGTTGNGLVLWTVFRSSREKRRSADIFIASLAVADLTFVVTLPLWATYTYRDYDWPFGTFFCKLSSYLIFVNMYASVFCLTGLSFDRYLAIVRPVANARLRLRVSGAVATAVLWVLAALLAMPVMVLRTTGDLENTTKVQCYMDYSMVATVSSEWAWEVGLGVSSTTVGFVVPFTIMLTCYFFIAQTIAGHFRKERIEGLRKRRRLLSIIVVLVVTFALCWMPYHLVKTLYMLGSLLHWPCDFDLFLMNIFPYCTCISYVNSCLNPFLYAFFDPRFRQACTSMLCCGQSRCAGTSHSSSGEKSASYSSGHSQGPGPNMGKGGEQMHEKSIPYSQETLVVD
APJ agonist: APJ receptor agonism; P35414; CHO-K1 APJ PathHunter beta-arrestin, luminescence; 0% DMSO wells, 100% apelin; activation, % at 20 µM; actives 0.11% (n = 330,000);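 active means activation more than six SD over the plate average, tested at 20 µM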;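 further: 0% = DMSO alone and 100% = apelin-13 at 10 nM; some results filed as inactive read as strong as hits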
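Test system: CHO-K1 APJ beta-arrestin complementation cell line. Amount: cell density 1000 per well. Controls: DMSO negative, 10 nM Apelin-13 positive. Signal: luminescent beta-gal fragment complementation, chemiluminescent substrate. Read-out basis: agonist-driven arrestin binding to APJ. Timing: compound stimulation 90 min at 25 °C, detection 60 min.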
Mdm2-MdmX inh: disrupts the human Mdm2-MdmX interaction. AID 485346. inhibition, % at 8 µM. O15151+Q00987. actives 3% (n = 330,000). SaOS-2 split-luciferase Mdm2/MdmX complementation, luminescence;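 active means inhibition of at least 50% at 8 µM in the primary screen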
Jurkat NFkB inh: inhibitors of the PMA/ionomycin-induced NF-kB reporter in Jurkat cells; actives 0.53% (n = 330,000); PMA/ionomycin-induced NF-kB luciferase reporter, luminescence; inhibition, % at 4 µM; in the data active means inhibition above about 50%
tim23-1 inh: inhibits growth of tim23-1 mutant yeast; S. cerevisiae tim23-1 growth, BacTiter-Glo luminescence, 24 h; actives 1.3% (n = 330,000); AID 463212; inhibition, % at 20 µM;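 active means growth inhibition of the mutant yeast at or above 50%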;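 further: temperature-sensitive mutant grown at 25 °C; plate controls were DMSO-treated mutant yeast for no effect and medium wells lacking yeast for full effect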
CHOP UPR activ: apoptotic UPR (CHOP) activation; CHO-CHOP luciferase reporter, luminescence; percent of tunicamycin response over DMSO baseline; actives 0.34% (n = 330,000); activation, % at 10 µM;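 active means at 10 µM dose, activation of 40% or more, normalized to positive control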;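 further: 100% = tunicamycin at 10 µg/mL and 0% = DMSO alone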
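System: CHO-CHOP luciferase reporter cell line; amount: 500 cells/well; buffer or medium: F12 medium containing 10% fetal bovine serum; incubation: 6 h compound exposure at 37 °C after overnight seeding; measured by: luciferase luminescence after 10 min with Steady-Glo reagent; evaluation: % reporter activation, DMSO baseline versus tunicamycin full activation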
UPR XBP1 act: activators of adaptive arm of unfolded protein response (XBP1). CHO-XBP1 luciferase reporter, IRE1-XBP1 UPR activation, luminescence; percent of tunicamycin response, DMSO as zero. activation, % at 20 µM. actives 0.33% (n = 330,000). AID 463104;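 active means versus positive control, 20 µM dose yields 30% or more activation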;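 further: 100% = tunicamycin at 10 µg/mL and 0% = DMSO only wells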
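Material: CHO-XBP1 cells stably carrying IRE1-XBP1-driven luciferase reporter | Medium: F12 with 10% serum | Compound dosing: 20 µM single concentration, DMSO 1% | Incubation: Overnight seeding at 37 °C, 6 h compound treatment at 37 °C | Detection: Steady-Glo luminescence read | Read-out basis: % activation of reporter signal versus tunicamycin and DMSO controls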
* hit, by the source's call.

SMILES	697 NFkB inh	APJ antagonist	APJ agonist	Mdm2-MdmX inh	Jurkat NFkB inh	tim23-1 inh	CHOP UPR activ	UPR XBP1 act
CN(CC(=O)Nc1ccc(Cl)c(C(F)(F)F)c1)C(=O)c1ccc2c(c1)NC(=O)CS2	3	3	0	20	-21	0	-3.4	-3
CC(Sc1nnc(C2CC2)n1C1CC1)C(=O)NC1(C#N)CCCCC1 (centres undefined)	19	0	-5	19	1	-4	1.0	-4
CCN1CCc2nc3sc(C(=O)N4CCc5ccccc5C4)c(N)c3cc2C1	14	9	-3	25	-7	0	0.5	-4
Cc1cccc(C(=O)NCCc2nnc(SCC(=O)Nc3cccc(C(=O)O)c3)n2C)c1	10	1	0	23	11	9	2.3	-3
CC1CCCC(C)N1C(=O)COC(=O)c1cccs1 (centres undefined)	0	-8	-2	6	-6	5	1.7	3
O=C(CSC1=NS(=O)(=O)c2cc(Cl)ccc2N1)NCc1ccccc1	11	17	0	16	15	3	0.9	7
NC(=O)C1CCN(C(=O)c2cn(-c3ccccc3)nc2-c2cccnc2)CC1	0	4	-4	18	1	-6	0.1	1
O=C(CSc1ccc2nnc(-c3ccncc3)n2n1)Nc1ccc2c(c1)OCO2	8	-46	-2	21	-1	-13	1.2	-3
CC(CCc1ccccc1)NC(=O)c1cncc(Br)c1 (centres undefined)	27	21	-2	1	14	9	0.1	5
CCOC(=O)C1=C(C)S/C(=C\N(C)C)C1=O	16	8	-3	21	12	10	2.0	3
CC(C)CN(C(=O)COC(=O)c1ccc([N+](=O)[O-])s1)c1c(N)n(Cc2ccccc2)c(=O)[nH]c1=O	12	-8	12	6	23	12	0.3	-2
CC(C)c1ccc(NC(=O)C2CC(=O)N=C(N)S2)cc1 (centres undefined)	-15	-27	8	-23	-13	5	0.0	-1
Cc1nc2ccc(NC(=O)c3oc4ccc(F)cc4c3C)cc2s1	10	-14	-1	-9	-17	1	3.1	1
CN(C)CCCNCCCNC(=O)c1ccncc1	17	5	-4	4	-5	6	1.1	4
N#CC1(NC(=O)CN2C(=O)NC(Cc3c[nH]c4ccccc34)C2=O)CCCCC1 (centres undefined)	11	6	-2	12	5	5	0.6	-1

Structures from the list above that have fluorine, in the order listed:
SMILES	697 NFkB inh	APJ antagonist	APJ agonist	Mdm2-MdmX inh	Jurkat NFkB inh	tim23-1 inh	CHOP UPR activ	UPR XBP1 act
CN(CC(=O)Nc1ccc(Cl)c(C(F)(F)F)c1)C(=O)c1ccc2c(c1)NC(=O)CS2	3	3	0	20	-21	0	-3.4	-3
Cc1nc2ccc(NC(=O)c3oc4ccc(F)cc4c3C)cc2s1	10	-14	-1	-9	-17	1	3.1	1

Continuation:
SMILES	697 NFkB inh	APJ antagonist	APJ agonist	Mdm2-MdmX inh	Jurkat NFkB inh	tim23-1 inh	CHOP UPR activ	UPR XBP1 act
NC(=O)c1cccn1Cc1cccc(Cl)c1	7	0	-4	8	-1	-12	-0.4	3
CCN1CCCCC(=N/O)/C(=N/O)CCCC1	-14	1	-3	-7	-14	-4	-0.4	-6
CCOC(=O)c1csc(NC(=O)c2ccc3c(c2)OCCO3)n1	-63	-6	-3	-76	-2	26	3.4	2
O=C(OCC(=O)c1cccs1)C1=COCCO1	-5	9	-3	4	-14	-2	2.4	-4
CN(C)CCCNC(=S)NCCNc1nc2cc3c(cc2cc1C#N)OCO3	6	-16	-1	12	-10	16	-1.4	-3
Cc1ccc(C(=O)/C=C/c2ccccc2)o1	-8	1	9	-14	4	28	5.8	3
O=P(OC1CCS(=O)(=O)C1)(c1ccccc1)c1ccccc1 (centres undefined)	9	-9	8	10	-9	11	-0.5	-3
CCOC(=O)C1(CCOc2ccccc2)CCN(Cc2ccc(O)cc2)CC1	-31	-17	-4	22	1	12	1.2	-4
Cc1ccc(S(=O)(=O)Nc2ccccc2CNc2c(C)n(C)n(-c3ccccc3)c2=O)cc1	-5	20	-3	18	-9	38	-1.9	-4
CC(CC(=O)Nc1cccc(F)c1)S(=O)(=O)c1ccc2c(c1)NC(=O)CO2 (centres undefined)	17	2	-6	14	-1	8	-0.1	-4
COc1cc(NC(=O)[C@@H](NC(=O)c2ccco2)C(C)C)c(OC)cc1NC(=O)c1ccccc1	-2	-33	-2	9	13	10	-1.3	-2
CC(C)CCn1c(-c2nonc2N)nc2ccccc21	-4	0	-5	47	16	23	-3.6	-1
COc1ccccc1NC(=O)Cn1nnc(C(=O)NCc2cccs2)c1N	-13	4	0	56*	53*	14	-1.0	0
Cn1c(SCC(=O)c2c(N)n(C)c(=O)n(C)c2=O)nnc1-c1ccccc1F	3	-24	-3	-10	3	-3	1.8	-3
C=CCOCCN1C(=O)C2C(c3ccccc3)C=CC(c3ccccc3)C2C1=O (centres undefined)	-2	14	2	11	14	41	0.8	0
CCN(CC(=O)NCc1ccncc1)S(=O)(=O)c1cc(Cl)ccc1Cl	-15	-5	1	-6	-13	16	-0.7	-3
c1coc(C2OCC3(CO2)COC(c2ccco2)OC3)c1 (centres undefined)	-10	19	3	22	12	5	1.7	-3
Brc1ccccc1C1CC(c2ccccc2)=Nc2ccccc2N1 (centres undefined)	-57	-13	1	-30	-47	25	2.0	-1
CCn1c(C)c(C)c2cc(C(=O)N3CCCC3)ccc21	-19	18	3	5	19	21	2.2	-7
O=C(NNc1ccc(Cl)nn1)c1ccc(Cl)cc1	-7	1	-1	-33	-18	25	-3.1	-1
CCOC(=O)C1=C(N)OC(C)=C(C#N)C1c1ccco1 (centres undefined)	1	8	1	8	-12	11	1.2	0
NC(=O)CC(NC(=O)c1cccc(Br)c1)c1ccc(N2CCC(N3CCCC3)CC2)c([N+](=O)[O-])c1 (centres undefined)	15	16	-5	17	0	12	-0.6	-3
Cc1nn(-c2ccccc2)c2nc(C(Cl)(Cl)Cl)[nH]c(=O)c12	15	-13	-4	27	10	43	0.6	2
CN(Cc1ccccc1)CC(O)COc1ccc(CNCc2cccnc2)cc1 (centres undefined)	0	10	-2	30	1	-23	0.4	0
CCOc1ccccc1NC(=O)CN1c2cccc3cccc(c23)S1(=O)=O	2	-6	-1	-39	0	36	-0.1	-3
COc1cccc(N2CC(C(=O)Nc3nnc(SCc4ccccn4)s3)CC2=O)c1 (centres undefined)	-6	-1	-2	5	1	-5	-0.3	-2
Cc1[nH]nc(SCC(=O)N2CCCCC2)c1[N+](=O)[O-]	-40	18	-5	7	-24	10	4.2	3
COc1nc(C)ccc1-c1noc(-c2ccco2)n1	-158	-11	-4	-128	-171	22	0.0	-1
FC(F)(F)c1nnc2n1N=C(c1ccccc1)CS2	1	3	0	-2	10	18	0.6	-2
COC(=O)c1cc2ccsc2n1Cc1nc(-c2cccc(Cl)c2)oc1C	9	8	-3	-5	1	13	-0.2	-1

Five compounds from above with just Mdm2-MdmX inh.
SMILES	Mdm2-MdmX inh
c1coc(C2OCC3(CO2)COC(c2ccco2)OC3)c1 (centres undefined)	22
Brc1ccccc1C1CC(c2ccccc2)=Nc2ccccc2N1 (centres undefined)	-30
CCn1c(C)c(C)c2cc(C(=O)N3CCCC3)ccc21	5
O=C(NNc1ccc(Cl)nn1)c1ccc(Cl)cc1	-33
CCOC(=O)C1=C(N)OC(C)=C(C#N)C1c1ccco1 (centres undefined)	8

(list continues)
SMILES	697 NFkB inh	APJ antagonist	APJ agonist	Mdm2-MdmX inh	Jurkat NFkB inh	tim23-1 inh	CHOP UPR activ	UPR XBP1 act
O=C(CCCC(=O)N(CC(=O)NC1CCCCC1)c1ccc(F)cc1)Nc1ccccn1	2	5	-2	-19	16	9	-1.1	-3
COc1cccc(NC(C)=[N+](C)CCNS(=O)(=O)c2ccc(Cl)cc2)c1	7	14	-3	9	-12	2	-0.8	-1
O=C(/C=C/c1ccccc1)NCCc1ccc2c(c1)OCCO2	-8	-7	-2	-20	-16	13	2.7	2
CCOC(=O)CCCNc1ccc([N+](=O)[O-])cc1[N+](=O)[O-]	-10	-14	1	-6	-1	-6	-0.1	-1
Cn1c(N)c(C(=O)COC(=O)CN2C(=O)c3ccccc3C2=O)c(=O)n(C)c1=O	6	-18	-4	-12	-7	24	-3.7	1
COc1ccc(C2CC(=O)NC3=C2C(=O)CCC3)cc1Cl (centres undefined)	-21	15	-1	13	5	7	-0.7	-1
COc1ccc(NC(=O)COC(=O)c2cccc(S(=O)(=O)N3CCCCC3)c2)c(OC)c1	17	-4	-1	-27	15	13	-3.3	-3
CCOc1ccc(C2NC(=O)c3sc(=S)n(-c4ccccc4)c3N2)cc1 (centres undefined)	-10	-8	-3	8	3	-4	2.3	2
COc1ccc(C(=O)O)cc1S(=O)(=O)NC(C)C12CC3CC(CC(C3)C1)C2 (centres undefined)	18	1	-1	11	-3	6	0.6	-2
CCOC(=O)N1CCC(NC(=O)c2ccc3c(Cl)c4c(nc3c2)CCCC4)CC1	-12	15	3	20	-15	42	3.5	5
O=C1C2C3C=CC([C@@H]2C(=O)N1c1nccs1)C31CC1 (some centres undefined)	21	-2	-4	14	-8	4	-2.0	1
Cc1ccc(S(=O)(=O)N2CCN(C(=O)CN3C(=O)NC4(CCCCC4)C3=O)CC2)c(C)c1	8	12	-3	0	-1	-15	-0.7	-1
CC(C)C(NS(=O)(=O)c1ccc2c(c1)OCCCO2)C(=O)O (centres undefined)	5	-1	-3	3	4	8	0.6	-2
CCOC(=O)/C(C#N)=C1/SC(C)C(=O)N1c1ccc(Br)cc1 (centres undefined)	5	-30	0	-1	-8	9	-0.2	0
CC(C)CCN(C)C1CCN(C(=O)Nc2c(F)cccc2F)CC1	20	13	-3	-8	9	12	-1.1	-1

A few values from the entries so far.
Reading for `CCOC(=O)CCCNc1ccc([N+](=O)[O-])cc1[N+](=O)[O-]` in UPR XBP1 act: -1
Reading for `O=C(CCCC(=O)N(CC(=O)NC1CCCCC1)c1ccc(F)cc1)Nc1ccccn1` in CHOP UPR activ: -1.1

From PubChem
